# Bioassay records as filed in PubChem BioAssay.
# TGFb inhibitor – qHTS for Inhibitors of TGF-b; AID 588855, 2011; Potency, µM (top dose mostly 46.1 µM), for inactives: at the top dose activity, negative = inhibition, hits mostly inhibitors; HepG2 CAGA-GFP TGF-b/SMAD3 reporter, GFP fluorescence, 18 h; TGF-beta stimulated, 500 pg/mL final; 410,000 tested, 1.2% active; also: % is scaled to controls: 0 for no effect and ±100 for the full control effect; nearly all actives have a fitted effect of over 65% in size
#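 HEPG2 CAGA-GFP cells (1000/well, DMEM with 1% FBS) were pre-incubated 2 h at 37 degrees C, given compound by pin tool, then stimulated with TGF-beta at 500 pg/mL final for 18 h before per-cell GFP fluorescence imaging.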
# HepG2 tox – qHTS for Inhibitors of TGF-b: Cytotox Counterscreen; HepG2 CAGA-GFP viability, ATP luminescence, 18 h; Potency, µM (top dose mostly 46.1 µM), inactives show top-dose activity change, negative = cytotoxicity, most hits filed as cytotoxic; 410,000 tested, 0.76% active; AID 588856, 2011; also: some results filed as inactive show a strong effect at the top dose
#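 HepG2 CAGA-GFP cells (1000/well, DMEM with 1% FBS) received compound, then TGF-beta at 500 pg/mL final, and were incubated 18 hours at 37 degrees C. Viability was read by CellTiter-Glo luminescence. Media-only wells were set as complete cell-killing and DMSO as no toxicity.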
# ATXN viability – Viability Counterscreen for Primary qHTS for Inhibitors of ATXN expression; S2 cells (HEK-293 line with an ATXN2-luciferase reporter) viability, CellTiter-Fluor protease fluorescence, 24 h; Potency, µM (doses to about 56.7 µM), actives largely listed as cytotoxic; 400,000 tested, 0.49% active; AID 651635, 2014; also: nearly all actives have a fitted effect of over 40% in size
# EPAC2 antagonist – qHTS for Antagonist of cAMP-regulated guanine nucleotide exchange factor 2 (EPAC2): primary screen; EPAC2 GEF exchange of Rap1B-BODIPY-GDP, fluorescence; Potency, µM (top dose mostly 114 µM), for the others: top-dose activity, negative = inhibition, hits mostly inhibitors; 360,000 tested, 0.18% active; also: % is scaled to controls: 0 for no effect and ±100 for the full control effect; nearly all actives have a fitted effect of over 45% in size; many of its hits are not listed in these tables
# Target sequence (Q8WZA2 whole entry, looked up): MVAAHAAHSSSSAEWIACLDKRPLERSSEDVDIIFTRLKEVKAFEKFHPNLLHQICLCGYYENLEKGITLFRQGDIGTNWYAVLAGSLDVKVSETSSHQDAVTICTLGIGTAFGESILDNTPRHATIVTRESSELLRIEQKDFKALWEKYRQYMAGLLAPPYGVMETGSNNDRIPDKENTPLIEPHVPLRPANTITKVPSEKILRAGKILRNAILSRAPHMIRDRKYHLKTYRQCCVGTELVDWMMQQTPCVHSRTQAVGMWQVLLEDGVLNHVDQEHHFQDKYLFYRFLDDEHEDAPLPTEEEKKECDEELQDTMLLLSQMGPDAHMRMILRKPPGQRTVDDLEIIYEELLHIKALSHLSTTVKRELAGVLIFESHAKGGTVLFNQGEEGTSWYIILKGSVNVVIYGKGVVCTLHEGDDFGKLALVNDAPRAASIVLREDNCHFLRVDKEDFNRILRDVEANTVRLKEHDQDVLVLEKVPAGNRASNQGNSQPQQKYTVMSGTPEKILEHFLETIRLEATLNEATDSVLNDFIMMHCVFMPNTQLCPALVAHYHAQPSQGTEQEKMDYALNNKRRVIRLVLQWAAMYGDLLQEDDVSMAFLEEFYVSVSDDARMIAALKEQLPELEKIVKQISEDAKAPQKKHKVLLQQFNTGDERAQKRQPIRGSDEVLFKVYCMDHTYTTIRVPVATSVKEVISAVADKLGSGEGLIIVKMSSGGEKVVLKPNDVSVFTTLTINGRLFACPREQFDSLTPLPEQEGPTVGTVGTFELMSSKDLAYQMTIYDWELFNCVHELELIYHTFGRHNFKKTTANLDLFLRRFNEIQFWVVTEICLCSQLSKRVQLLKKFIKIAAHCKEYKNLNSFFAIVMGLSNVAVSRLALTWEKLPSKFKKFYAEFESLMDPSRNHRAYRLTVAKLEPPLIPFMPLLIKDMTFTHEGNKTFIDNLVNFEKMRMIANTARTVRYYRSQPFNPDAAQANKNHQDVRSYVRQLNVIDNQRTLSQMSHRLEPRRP
# Nrf2 ARE act – qHTS of Nrf2 Activators; 410,000 tested, 0.31% active; Potency, µM (top dose mostly 46.1 µM), for inactives: top-dose activation, most hits filed as activators; AREc32 ARE-luciferase reporter (MCF7-derived line), luminescence, 24 h; also: % of control where 0% means no effect; nearly all actives have a fitted effect of over 65% in size
#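 Nrf2 activation is followed as ARE-luciferase induction in the AREc32 line after one day of compound treatment; luminescence is read with Steady-Glo.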
# MCF10A rerep – A quantitative high throughput screen for small molecules that induce DNA re-replication in MCF 10a normal breast cells | MCF 10A DNA re-replication, Hoechst nuclear intensity, 48 h | Potency, µM (doses to about 46.1 µM), inactives show at the highest dose activity, positive = re-replication, most hits filed as activators | 350,000 tested, 2.9% active | AID 624296, 2012; also: % of control where 0% means no effect; nearly all actives have a fitted effect of over 50% in size
# A549 viability – Nrf2 qHTS screen for inhibitors: counterscreen for cytotoxicity; A549 ARE-Fluc cells, CellTiter-Fluor viability, 18-24 h; Potency, µM (top dose mostly 46 µM), inactives show top-dose activity change, negative = cytotoxicity, usual class: inhibitors; 390,000 tested, 0.16% active; also: % is scaled to controls: 0 for no effect and ±100 for the full control effect
#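 A549 ARE_Fluc cells in 5% FBS OPTI-MEM were exposed to compounds in concentration-response for 18-24 h at 37 deg C. Viability was read by CellTiter-Fluor fluorescence (Ex 405/Em 525) after 30 min, before the luciferase read.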
# Nrf2 inh – Nrf2 qHTS screen for inhibitors | Potency, µM (highest dose often 46 µM), for inactives: top-dose activity change, negative = inhibition, most hits filed as inhibitors | 360,000 tested, 2.1% active | A549 ARE-Fluc reporter, luciferase luminescence, 18-24 h; also: % is scaled to controls: 0 for no effect and ±100 for the full control effect; nearly all actives have a fitted effect of over 60% in size
#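 In this cell-based qHTS, ARE-driven firefly luciferase in A549 cells reports Nrf2 activity; the luminescent signal after BugLite lysis is the measured value, with a prior CellTiter-Fluor read for cell health.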
# ATXN2 expr inh – Primary qHTS for Inhibitors of ATXN expression | HEK-293 ATXN2-luciferase reporter, luminescence, 24 h | Potency, µM (series often up to 57 µM), for inactives: at the top dose activity change, negative = inhibition, most hits filed as inhibitors | 360,000 tested, 0.72% active | AID 1745845, 2022; also: % is scaled to controls: 0 for no effect and ±100 for the full control effect; nearly all actives have a fitted effect of over 55% in size
#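 ATXN2-luciferase reporter cells (luciferase flanked by upstream and downstream ATXN2 gene portions) were treated 24 h at 37 °C with compounds at up to 57 uM. SteadyGlo luminescence gave expression; GF-AFC fluorescence gave viability.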
# An asterisk follows results filed as active; i = inactive; ? = inconclusive; nt = not tested or not shown; & = joins results of further samples; [ ] = remark or other dose. Calls follow the shape of the dose curve; as a rule, active = well fitted curve in the direction sought with a large enough effect; inconclusive = small, poorly fitted or top-dose-only effect, or another doubt; inactive = no such curve, though single readings can be large; an effect the other way counts as inactive or inconclusive. Potency is read from the fitted curve at half-maximal effect.
canonical_smiles	Nrf2 ARE act	ATXN viability	HepG2 tox	ATXN2 expr inh	TGFb inhibitor	Nrf2 inh	A549 viability	EPAC2 antagonist	MCF10A rerep
CC1Oc2ccccc2OC1C(=O)Nc1ccccn1 (stereo not drawn)	7.1µM*	i	-16%	6%	-1%	11%	10%	-3%	?
CCN(C(=O)COC(=O)/C=C/c1cccc(Cl)c1)c1c(N)n(Cc2ccccc2)c(=O)[nH]c1=O	0.8%	i	2%	-24%	-11%	5%	-1%	26%	?
CCC(C)NC(=O)c1cc2n(n1)CCCN(Cc1ccc(C)cc1)C2=O (stereo not drawn)	-0.1%	i	7%	-13%	14%	nt	2%	nt	nt
CC(CNC(=O)CCS(=O)(=O)c1ccc2c(c1)NC(=O)CO2)c1ccccc1 (stereo not drawn)	0.0%	i	-3%	-1%	7%	0%	3%	-9%	9%
COc1ccccc1-c1noc(CCC(=O)Nc2cc(C(F)(F)F)ccc2Cl)n1	4.6%	i	-10%	-17%	0%	?	-25%	-3%	1%
Cc1cc(NC(=O)CSc2nc3ccsc3c(=O)n2CCCCC(=O)O)no1	-0.6%	i	-34%	-11%	-1%	-7%	0%	-6%	11%
Oc1ccc(C[C@@H]2CNCCN2CCCCC2CCCCC2)cc1	-1.6%	?	-110%	?	?	19%	12%	0%	-7%
CCOC(=O)n1c(=O)[nH]c2ccc(Br)cc21	2.7%	i	0%	-13%	-10%	-8%	1%	-11%	2%
CCOC(=O)c1ccc(-c2cc(C)no2)[nH]1	0.6%	i	-1%	69%[activator]	-4%	-1%	-1%	-6%	17%
CCN(CC)CCCC(C)Nc1nccc2cccc(Cl)c12 (stereo not drawn)	0.0%	i	0%	0%	12%	1%	?	8%	7%
CCOc1ncnc2c1sc1nc3c(cc12)COC(C)(C)C3	-0.4%	i	0%	-5%	-1%	2%	10%	-1%	1%
CCN(C(=O)COc1cc(=O)n(C)c2ccccc12)c1cccc(Cl)c1	3.1%	nt	-43%	nt	2%	-13%	-17%	-1%	12%
Cc1ccc2nc(SCC(=O)NCc3ccc(F)cc3)nc(=O)n2c1	-0.8%	i	5%	1%	-11%	-24%	1%	-2%	-2%
O=C(/C=C/c1cccc(F)c1)Nc1ccc(S(=O)(=O)N2CCOCC2)cc1	-0.4%	i	-2%	-21%	5%	?	-3%	13%	6%
COc1cccc(C2=NOC(C(=O)Nc3cc(OC)c(OC)c(OC)c3)C2)c1 (stereo not drawn)	-0.5%	i	-4%	-17%	?	?	-4%	-4%	?

# Only EPAC2 antagonist and MCF10A rerep, for 2 of the compounds above:
Molecule | EPAC2 antagonist | MCF10A rerep
Oc1ccc(C[C@@H]2CNCCN2CCCCC2CCCCC2)cc1 | 0% | -7%
CC(CNC(=O)CCS(=O)(=O)c1ccc2c(c1)NC(=O)CO2)c1ccccc1 (stereo not drawn) | -9% | 9%

# Further entries follow:
canonical_smiles	Nrf2 ARE act	ATXN viability	HepG2 tox	ATXN2 expr inh	TGFb inhibitor	Nrf2 inh	A549 viability	EPAC2 antagonist	MCF10A rerep
CCC1(CC)Nc2ccccc2C(=O)N1c1ccc(OC)cc1	-0.1%	nt	-3%	-34%	-2%	7%	-2%	-10%	-2%
Cc1ccc2c(=O)cc(C(=O)Nc3ccc(S(=O)(=O)N4CCCCC4C)cc3)oc2c1C (stereo not drawn)	-0.2%	i	-7%	-4%	-20%	1%	-1%	nt	nt
COc1ccc(NC(=O)c2c(F)cccc2Cl)cc1S(=O)(=O)N1CCOCC1	-0.4%	?	-21%	0%	13%	1%	1%	6%	1%
COc1cccc2[nH]c3c(N4CCC(C)CC4)ncnc3c12	7.4%	i	-30%	-3%	14%	-4%	-7%	-3%	17%
COc1ccc(-n2c(SCC(C)=O)nc3sc(C)c(C)c3c2=O)cc1	0.8%	?	7%	nt	9%	?	-14%	0%	3%
COc1cc(C=CC(=O)N2CCN(CC(=O)N3CCCC3)CC2)cc(OC)c1OC	1.1%	i	-14%	nt	-8%	nt	nt	10%	nt
Cc1ccc2oc(=O)c3cc(C(=O)NCc4ccc(Cl)cc4)sc3c2c1	-1.5%	i	-1%	-3%	0%	19%	3%	nt	nt
COc1ccccc1NC(=O)CSc1nnc2c3ccccc3n(C)c2n1	1.0%	i	-11%	13%	-3%	nt	5%	nt	nt
O=c1cc(-c2ccccc2)nc(Sc2ccc([N+](=O)[O-])cc2[N+](=O)[O-])[nH]1	13%	i	-68%	20%	?	22%	-5%	-1%	?
CCCS(=O)(=O)c1nc(S(=O)(=O)c2ccc(C)cc2)c(NCc2ccccn2)s1	3.4%	?	-23%	-10%	-12%	-15%	13%	-2%	29%
OCC1OC(Nc2ccccc2C=NO)C(O)C1O (stereo not drawn)	-0.8%	i	-8%	nt	8%	nt	nt	-1%	nt
Cc1[nH]nc(SCC(=O)N2CCCCCC2)c1[N+](=O)[O-]	1.7%	i	2%	37%	-5%	18%	-14%	3%	1%
CC1CCCN(C(=O)CN2C(=O)CSc3ccc(S(=O)(=O)N4CCOCC4)cc32)C1 (stereo not drawn)	0.2%	i	-3%	-10%	0%	0%	-1%	8%	0%
CN(Cc1c(F)cccc1Cl)c1nnnn1-c1ccccc1	-0.3%	?	-10%	1%	0%	14%	-13%	-6%	6%
Cc1nc(SCc2ccccc2F)c2oc3ccccc3c2n1	3.3%	i	17%	40%[activator]	31%	?	12%	-19%	2%

# (next part)
canonical_smiles	Nrf2 ARE act	ATXN viability	HepG2 tox	ATXN2 expr inh	TGFb inhibitor	Nrf2 inh	A549 viability	EPAC2 antagonist	MCF10A rerep
Cn1c(C(=O)NCCN2CCc3ccccc3C2)cc2c(=O)[nH]c3ccccc3c21	0.2%	i	-38%	?	-20%	?	0%	-6%	?
CCn1c(=O)cc(C(=O)OC)sc1=Nc1ccc(F)c(F)c1	?	?	-37%	?	?	?	?	2%	?
Cc1ccc(N2CC(NC(=O)Cc3cccs3)CC2=O)cc1 (stereo not drawn)	4.5%	nt	7%	nt	-7%	nt	14%	nt	nt
COc1ccccc1Nc1nc(N)nc(CSC(=S)N2CCCCC2C)n1 (stereo not drawn)	4.6%	i	0%	12%	0%	15%	4%	-4%	?
CCC1=C(c2ccc(C)cc2)S(=O)(=O)N=C1N1CCC(C(=O)NCCCN2CCCCC2)CC1	-0.6%	i	-15%	2%	0%	11%	-2%	-9%	-4%
CCN(CC)CCNC(=O)Cn1c(=O)c2cccn2c2ccc(F)cc21	2.6%	i	-16%	8%	2%	1%	9%	-4%	-8%
CCc1nc2c(OCCOc3ccc(F)cc3)cccn2c1N(C)C(=O)CC(C)C	0.2%	i	-28%	?	?	nt	nt	-24%	nt
Cc1c(C(=O)Nc2ccccn2)oc2c(Cl)cccc12	?	i	14%	19%	-16%	?	4%	-2%	12%
CCOC(=O)c1cc(C)n(CC2CCC(C(=O)Nc3cccc(C)c3)CC2)c1C (stereo not drawn)	0.0%	nt	-13%	nt	?	-23%	-7%	nt	nt
CC1(C)CN2C(=S)N(c3ccccc3)C(c3ccccc3)N2C1 (stereo not drawn)	-0.7%	i	-21%	-10%	?	2%	-9%	-7%	-1%
Cc1ccccc1C(=O)Nc1c(C(=O)Nc2cccc(F)c2)oc2ccccc12	0.6%	i	0%	-1%	?	-9%	1%	nt	nt
CN(C)CCCN(C(=O)c1ccc(Br)s1)c1nc2ccc(F)cc2s1	0.1%	i	12%	-18%	3%	?	8%	nt	nt
CCc1cc(=O)oc2cc(OS(C)(=O)=O)ccc12	0.0%	i	2%	-1%	-26%	-17%	-3%	3%	-3%
COc1ccc(-c2nc(CN3CCN(C(=O)c4ccco4)CC3)c(C)o2)c(OC)c1C	4.4%	i	-24%	1%	?	-28%	-12%	-3%	?
CCOC(=O)c1ccc(-n2c(C)nc3ccc(Br)cc3c2=O)cc1	-0.4%	i	18%	-27%	15%	-3%	4%	-1%	1%

# Next entries.
canonical_smiles	Nrf2 ARE act	ATXN viability	HepG2 tox	ATXN2 expr inh	TGFb inhibitor	Nrf2 inh	A549 viability	EPAC2 antagonist	MCF10A rerep
COCCCNc1ncnc2onc(-c3ccc(F)cc3)c12	-0.4%	i	-12%	-8%	1%	nt	7%	nt	nt
COc1ccc2cc(C(=O)Nc3ccc(F)cc3)sc(=O)c2c1OC	0.7%	i	6%	1%	-10%	?	-15%	13%	-3%
CCN(CC)C(=O)Cn1cc(C(=O)C(=O)Nc2ccc3c(c2)OCCO3)c2ccccc21	-0.5%	i	3%	9%	0%	10%	-9%	-6%	?
Cc1ccc(-c2nnc(Nc3cccc(Br)c3)c3ccccc23)cc1S(=O)(=O)N1CCN(C)CC1	2.7%	i	-19%	2%	11%	nt	?	nt	nt
Cc1cccc(N2CCN(S(=O)(=O)c3ccc4c(c3)CCC(=O)N4)CC2C)c1 (stereo not drawn)	-0.7%	i	-35%	-1%	-13%	?	?	7%	?
COCCCNc1nc2nonc2nc1N1CCN2CCCC2C1 (stereo not drawn)	-0.9%	i	31%	nt	-10%	1%	0%	0%	1%
CCN(Cc1nc(-c2ccc(OC)c(OC)c2)no1)C(=O)c1ccc2c(c1)OCO2	-0.7%	i	1%	-15%	3%	?	-7%	-6%	1%
COc1ccc(C(NC(=O)C2CCN(Cc3ccc(Oc4ccccc4)cc3)CC2)c2ccccc2C)cn1 (stereo not drawn)	-0.4%	?	-37%	-20%	-11%	nt	nt	6%	nt
CCc1nc(N)c(C#N)c(-c2ccco2)c1C	2.5µM*	i	2%	2%	-9%	-10%	-2%	6%	5%&-36%
Cc1ccc(S(=O)(=O)N2CCN(c3ccccc3)CC2)c(C)c1	0.3%	i	-27%	-19%	-24%	?	10%	-8%	?
COc1ccc(CCn2c(C)nc3c(c(=O)c4ccccc4n3C)c2=O)cc1	8.6%	i	-9%	73%[activator]	?	12%	0%	11%	13%
Cn1c(C(=O)NCCN2CCOCC2)cc2c(=O)n(C)c3ccccc3c21	5.7%	i	2%	4%	15%	-8%	8%	-6%	0%

# A portion of the library; the hit share may differ from the screen's.
